# PLK1 PBD inh: inhibitors of human PLK1 polo-box domain binding; P53350; Plk1 PBD binding of FITC phosphopeptide, fluorescence polarization; Potency, µM, without a hit: max response, negative = inhibition, hits mostly inhibitors; 2.8% of 360,000 active; AID 720504; note: potency is the fitted concentration of half-maximal effect; series mostly up to about 57 µM; % is set by controls: 0 for no effect and ±100 for the full control effect; nearly all actives have a fitted effect of over 65% in size
# Target sequence (P53350 whole entry, looked up, the tested form may be a part): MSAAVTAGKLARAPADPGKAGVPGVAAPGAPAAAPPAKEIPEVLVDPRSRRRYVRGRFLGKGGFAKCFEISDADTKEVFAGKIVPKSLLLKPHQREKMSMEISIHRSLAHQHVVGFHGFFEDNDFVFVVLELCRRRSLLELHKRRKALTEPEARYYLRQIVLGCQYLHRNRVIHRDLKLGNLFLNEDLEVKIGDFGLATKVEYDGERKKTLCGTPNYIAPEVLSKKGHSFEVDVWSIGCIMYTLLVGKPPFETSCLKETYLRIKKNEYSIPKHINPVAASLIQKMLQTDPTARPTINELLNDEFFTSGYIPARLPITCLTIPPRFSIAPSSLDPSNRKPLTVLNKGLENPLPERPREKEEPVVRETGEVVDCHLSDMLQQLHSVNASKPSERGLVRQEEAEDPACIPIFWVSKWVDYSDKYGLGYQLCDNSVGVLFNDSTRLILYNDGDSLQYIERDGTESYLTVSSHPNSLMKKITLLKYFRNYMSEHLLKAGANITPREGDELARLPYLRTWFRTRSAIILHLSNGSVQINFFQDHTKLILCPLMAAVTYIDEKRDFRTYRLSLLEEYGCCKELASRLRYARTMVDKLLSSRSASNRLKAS
# PI5P4Ka inh: inhibitors of human PI5P4K alpha; P48426; PI5P4Kalpha enzyme, ADP-Glo luminescence, 60 min; active compounds read low; max response, %; 1.2% of 330,000 active; AID 652105; active = max response of -50% or lower; inconclusive = between -30% and -50%; inactive = -30% or higher; note: value at the top dose of about 77 µM; % is set by controls: 0 for no effect and ±100 for the full control effect
#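 ADP-Glo luminescence end-point after a 60 min room-temperature kinase reaction. PI5P4Kalpha and substrate in HEPES pH 7.4 buffer with EGTA, 0.1% CHAPS and 5% DMSO; ATP at 5 microM final.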
# GLP-1R inv ag: GLP-1 receptor (human) inverse agonism; 1.6% of 410,000 active; P43220; Potency, µM (highest dose often 38.3 µM), for inactives: at the highest dose activity change, negative = inhibition, actives largely listed as inhibitors; HEK293 GLP-1R CRE-luciferase, luminescence, 24 h; GLP-1R form is constitutively active; note: potency is the fitted concentration of half-maximal effect; % is set by controls: 0 for no effect and ±100 for the full control effect; nearly all actives have a fitted effect of over 55% in size
#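 qHTS in 1536-well format: reporter HEK293 cells expressing constitutive GLP-1R activity in DMEM + 10% Nu serum, 24 hr with compounds at 37 deg C, luminescence read after 12 min with detection reagent.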
# HEK293 tox: cytotoxicity in counter-screen for GLP-1R inverse agonists. HEK293 cAMP-luciferase reporter cells, luminescence, 24 h. Potency, µM (series often up to 38.3 µM), for inactives: at the highest dose activity change, negative = inhibition, most hits filed as inhibitors. 0.13% of 410,000 active;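 note: loss of luciferase light is scored as toxicity; potency is the fitted concentration of half-maximal effect; % is set by controls: 0 for no effect and ±100 for the full control effect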
#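 A 23 nL compound transfer followed 12 hours of cell culture at 37 deg C; exposure then lasted 24 hr. Luciferase assay detection reagent was dispensed and plates read for luminescence after a 12 min room-temperature wait.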
# D3 antag: blocks the human D3 dopamine receptor. P35462. D3R cells, DiscoveRx beta-arrestin luminescence, antagonist mode; active compounds read low. max response, negative = inhibition, %. 2.5% of 360,000 active. AID 652054; in the data active = max response below about -50%; inconclusive = no clear call, values can overlap the other calls; note: % is set by controls: 0 for no effect and ±100 for the full control effect; mostly tested at two doses, the higher about 12 µM
# Target sequence (P35462 whole entry, looked up): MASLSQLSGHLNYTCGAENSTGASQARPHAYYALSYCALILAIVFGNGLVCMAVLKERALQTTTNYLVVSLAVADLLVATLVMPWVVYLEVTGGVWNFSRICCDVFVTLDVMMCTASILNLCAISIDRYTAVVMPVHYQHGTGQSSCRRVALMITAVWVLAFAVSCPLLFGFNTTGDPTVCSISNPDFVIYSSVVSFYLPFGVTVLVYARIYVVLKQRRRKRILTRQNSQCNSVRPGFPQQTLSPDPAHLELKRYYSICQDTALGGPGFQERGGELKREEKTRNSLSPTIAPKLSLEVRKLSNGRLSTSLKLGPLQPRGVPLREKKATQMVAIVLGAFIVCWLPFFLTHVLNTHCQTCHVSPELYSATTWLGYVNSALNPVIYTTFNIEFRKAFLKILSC
#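 Cells expressing the human receptor were seeded at 1500 cells/well, incubated overnight at 37 degrees C in 5% CO2, then exposed to library compounds with dopamine controls for 90 minutes at 37 degrees C before luminescent detection.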
# DRD3 agonist: D3 dopamine receptor (human) agonism; P35462; D3R DiscoveRx beta-arrestin cells, luminescence, 90 min; max activation, %; 0.58% of 410,000 active; AID 652048; in the data active = max activation above about 30%; note: 0% is about no effect; mostly tested at two doses, the higher about 12 µM
#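 Cells at 1500/well, incubated overnight, then treated with pinned compounds (dopamine as control) for 90 min at 37 degrees C. DiscoveRx reagent added for 30 - 60 minutes at room temperature; luminescence read.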
# IL-2 act: activators of IL-2; AID 652025; IL-2 activation reporter assay, cell-based qHTS; stimulated with anti-CD3/CD4/CD28 beads; in transgenic mouse T cells; activation, % (series mostly up to about 46 µM); 0.065% of 360,000 active; in the data active = activation above about 50%; inconclusive = mostly about 30% to 49%; note: 0% is about no effect
#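 Unstimulated transgenic mouse T cells, 750 per well, received compound and, after 60 minutes, anti-CD3/anti-CD4 bead plus anti-CD28 stimulation. EGFP and DsRed were quantified after 18 hours.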
# GLP1R ag: GLP-1 receptor (human) agonism | P43220 | HEK293 GLP-1R CRE-luciferase, luminescence, 4-6 h; cells express a hypersensitive GLP-1R form | Potency, µM (series often up to 45.6 µM), for inactives: at the top dose activation, usual class: activators | 0.007% of 380,000 active | AID 624172; note: potency is the fitted concentration of half-maximal effect; % of control where 0% means no effect
# WRN inhibitor: WRN helicase (human) inhibition. WRN helicase unwinding, fluorescent forked duplex, kinetic. Potency, µM (titrated, usually from 114 µM), for inactives: top-dose activity change, negative = inhibition, hits mostly inhibitors. 0.46% of 360,000 active. Q14191; note: potency is the fitted concentration of half-maximal effect; % is set by controls: 0 for no effect and ±100 for the full control effect; nearly all actives have a fitted effect of over 55% in size
#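 Kinetic red-fluorescence monitoring (525/598 nm) tracks WRN helicase activity after 100 nM fluorophore-quencher forked duplex and 2 mM ATP are added to 20 nM enzyme pretreated 15 min at room temperature with compound.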
# * marks the source's active call; other numbers are inactive results; ? = inconclusive; nt = not tested or not shown; & = joins results of further samples; [ ] = dose if it differs, or a comment. Unless noted, calls come from the whole dose curve; as a rule, active = well fitted curve in the direction sought with a large enough effect; inconclusive = small, poorly fitted or top-dose-only effect, or another doubt; inactive = no such curve, though single readings can be large; an effect the other way counts as inactive or inconclusive.
SMILES,PLK1 PBD inh,PI5P4Ka inh,GLP-1R inv ag,HEK293 tox,D3 antag,DRD3 agonist,IL-2 act,GLP1R ag,WRN inhibitor
CCCCn1c(=O)[nH]c(=O)c2c1nc(-c1ccc(OCCC)c(OCC)c1)n2CCOC,10.7%,0.2,19.6%,3.6%,1.0,6.8,-4.7,13.2%,-22.3%
COC(=O)Sc1nc(N2CCOCC2)c2c(c1C#N)CC(C)(C)OC2,-14.8%,-12.0,1.6%,?,-56.5*,-1.4,-2.0,6.4%,-2.4%
Cc1ccc(NC(=O)NCC2CCN(Cc3cccc(Cl)c3)CC2)cc1Cl,-0.4%,13.1,2.24µM*,?,-50.7*,-23.8&-23.0,-3.4,2.5%,-7.8%
COCCn1c(SCC(=O)c2c(N)n(C3CC3)c(=O)[nH]c2=O)nnc1-c1cccc(C)c1,-4.6%,-3.0,18.1%,-8.1%,4.9,2.0,-0.2,4.7%,-5.0%
Cc1onc(-c2ccccc2Cl)c1C(=O)Nc1ccc(CN2CCCC2)cc1,-5.6%,-6.7,?,-8.4%,-6.7,-7.0,0.4,0.0%,0.7%
Oc1c(-c2cc(-c3ccco3)[nH]n2)ccc2ccccc12,-4.7%,17.3,?,-5.7%,-22.7,0.5,-2.0,-18.0%,-11.5%
COc1ccc(S(=O)(=O)Nc2cccc3c2O[C@H](CN(C)S(=O)(=O)c2cccs2)[C@@H](C)CN([C@H](C)CO)C3=O)cc1,-5.3%,3.4,24.1%,0.7%,-18.2,11.4,-0.5,-1.6%,-6.6%
COCCNC(=O)c1cc2c(c(-c3cccc(-c4cc5ccccc5o4)c3)n1)[C@H](CCO)N(S(=O)C(C)(C)C)C2 (some centres not stated),-17.0%,2.5,3.2%,-5.7%,52.2,3.1,-0.4,24.4%,-2.6%
COc1ccc(-n2c(Cc3cccn3C)nnc2SCC(=O)Nc2ccc(F)cc2)cc1,4.2%,-4.4,5.4%,5.8%,-3.0,3.7,-2.3,5.0%,7.3%
CCN(CC)C(=O)Cn1c(=O)n(CCCC(=O)NCc2ccccc2)c(=O)c2sccc21,3.3%,-1.7,1.3%,0.4%,5.9,-6.6,0.9,-1.5%,-4.1%
CC(=O)Nc1c(I)c(C(=O)N[C@H]2C(O)O[C@H](CO)[C@@H](O)[C@@H]2O)c(I)c(N(C)C(C)=O)c1I (some centres not stated),1.0%,0.0,1.1%,-2.5%,6.3,13.5&3.0,2.3,-5.2%,6.6%
CC1=NNC(=O)C1Cc1c(Cl)cccc1Cl (configuration not stated),-12.5%,9.3,-12.1%,-10.1%,-3.3,4.4,0.1,-8.8%,-34.0%
C(=C\n1nnc2ccccc21)/c1ccc[nH]1,-3.8%,-76.8*,9.8%,-26.5%,3.0,0.2,0.1,-1.0%,?
Cc1ccc(NC(=O)c2ccccc2N(C)S(=O)(=O)c2ccccc2)c(C)c1,-6.4%,1.1,?,3.1%,10.2,-9.6,-0.3,5.0%,-7.3%
Cc1nc(-c2ccc(C(=O)Nc3cccc(F)c3)cc2)cs1,-12.4%,-1.0,?,6.5%,-15.3,1.6,-3.6,-5.7%,12.0%
CC(C)[C@H](NC(=O)C1CCC(CNC(=O)[C@@H]2CCCN2C(=O)OC(C)(C)C)CC1)C(=O)O (some centres not stated),-1.5%,3.1,-12.1%,4.1%,9.0,-6.8,1.3,-0.4%,-0.3%
COc1ccc(-c2c(-c3ccc(OCC(=O)NN)cc3O)n[nH]c2C(F)(F)F)cc1,-11.1%,-20.6,?,2.9%,-8.9,-4.9,0.0,-3.7%,-7.0%
CCOc1cc(/C=C(/NC(C)=O)C(=O)O)cc(Cl)c1OCc1ccc(Br)cc1,-7.9%,5.1,1.6%,-8.5%,13.1,2.1,0.8,1.3%,-1.2%
CC1=NN(c2ccc(C)c(C)c2)C(=O)/C1=C/c1ccc2c(c1)n(C)c(=O)n2C,?,1.7,10.1%,-22.4%,-16.2,-12.3,-2.4,3.2%,-5.0%
Cc1c(Cl)ccc2sc(NC(=O)CN3C(=O)c4ccccc4C3=O)nc12,-2.0%,12.9,-2.4%,-2.2%,8.9,3.0,-2.8,-6.7%,-6.4%
COc1ccc(NC(=O)CSc2nnc(C3CCCCC3)n2N)c(OC)c1,4.7%,1.1,-19.6%,-8.9%,5.7,-5.8,-1.5,-4.0%,-4.3%
O=C(O)C1Nc2c(Cl)cc(Cl)c(Cl)c2C2C=CCC12 (configuration not stated),23.8µM*,-75.7*,-15.4%,-14.8%,-3.6,-2.6,-1.0,-3.8%,39.8µM*
COc1ccccc1CNc1nc(NCCOc2ccccc2Cl)c2sccc2n1,1.8%,?,?,?,5.6,1.6,-1.0,4.4%,-5.8%
O=C(CSc1n[nH]c(-c2ccccc2)n1)NC(=O)NCc1ccco1,-9.5%,-54.7*,4.1%,-9.8%,14.5,1.9,0.2,-6.9%,-21.4%[57.1 µM]
Cc1cccc(NC(=O)CCC(=O)N/N=C/c2ccncc2)c1,-6.3%,10.4,0.4%,-4.0%,-1.2,2.7,-1.3,5.4%,-9.3%

# 3 structures already listed, ordered by count of non-hydrogen atoms, descending.
SMILES,PLK1 PBD inh,PI5P4Ka inh,GLP-1R inv ag,HEK293 tox,D3 antag,DRD3 agonist,IL-2 act,GLP1R ag,WRN inhibitor
CCN(CC)C(=O)Cn1c(=O)n(CCCC(=O)NCc2ccccc2)c(=O)c2sccc21,3.3%,-1.7,1.3%,0.4%,5.9,-6.6,0.9,-1.5%,-4.1%
COc1ccc(-c2c(-c3ccc(OCC(=O)NN)cc3O)n[nH]c2C(F)(F)F)cc1,-11.1%,-20.6,?,2.9%,-8.9,-4.9,0.0,-3.7%,-7.0%
Cc1ccc(NC(=O)c2ccccc2N(C)S(=O)(=O)c2ccccc2)c(C)c1,-6.4%,1.1,?,3.1%,10.2,-9.6,-0.3,5.0%,-7.3%

# (listing goes on)
SMILES,PLK1 PBD inh,PI5P4Ka inh,GLP-1R inv ag,HEK293 tox,D3 antag,DRD3 agonist,IL-2 act,GLP1R ag,WRN inhibitor
O=C(NCC1CCN(c2ccc(S(=O)(=O)N3CCOCC3)cc2)CC1)c1cccc(Cl)c1,7.5%,nt,-9.8%,1.7%,-15.3,14.7,-1.3,3.6%,-8.0%
COc1ccccc1CNC(=O)c1nn(-c2ccc(C)cc2)c(=O)c2c1c1ccccc1n2C,-0.1%,3.9,12.6%&-7.9%,11.2%&0.0%,14.3,-9.4&0.6,0.5,2.2%,-10.3%
CCOC(=O)N1CCN(C(=O)c2ccc(S(=O)(=O)Nc3ccc(C)cc3)cc2)CC1,-0.2%,0.0,0.9%,4.5%,13.6,3.6,-4.2,-0.2%,0.2%
Cc1ccc(C(=O)CSc2nnc(CNc3ccc(C)cc3C)n2Cc2ccco2)cc1,-10.1%,-0.2,10µM*,-16.8%,-22.6,-5.4,-2.7,-0.2%,-6.6%
CCOC(=O)CSc1nc2ccsc2c(=O)n1C1CCN(C(=O)OCC)CC1,-12.7%,nt,0.0%,-14.8%,-29.9,-26.8,-1.8,0.8%,-7.2%
CCCCCCCC(=O)Oc1ccc(C(=O)Nc2cc(C)on2)cc1,-6.8%,1.0,9.4%,-2.2%,-19.8,-0.9,0.1,14.1%,-4.3%
CCOc1ccc(C2C3=C(CC(C)(C)CC3=O)N(CC(=O)O)C3=C2C(=O)CC(C)(C)C3)cc1OCC,0.6%,-2.1,5.7%,15.8%,2.1,9.0,-0.7,-4.6%,-4.4%
CCOC(=O)[C@]12CCC=C1N(Cc1cccc3ccccc13)C(=O)[C@H](CC(=O)NCc1cccs1)C2,-13.3%,10.8,?,-3.0%,-18.9,-11.0,-1.3,-2.3%,-4.3%
C/C(CC(=O)Nc1c(C)cc(C)cc1C)=N\NC(=O)OC(C)(C)C,-12.3%,10.5,30.8%[activator],1.3%,0.0,1.4,-1.6,2.3%,5.6%
CC/C(=N/NC(=O)CCC(=O)Nc1ccccc1OC)c1ccccc1,-18.4%,-8.1,0.3%,-6.5%,-13.4,7.0,-3.0,-8.6%,8.2%
CCOc1ccc(-c2cc(C(=O)N3CCN(c4ccccn4)CC3)c3ccccc3n2)cc1,-5.1%,nt,-17.2%,-30.6%,16.6,13.0,-2.3,-9.8%,-0.9%
COc1cc(/C=C/CNC[C@H]2O[C@@H](n3ccc(=O)[nH]c3=O)[C@H](O)[C@@H]2O)ccc1O,-7.7%,1.2,1.3%,2.2%,16.3,16.6,-0.2,-3.9%,5.7%
CCOC(=O)c1cccc(C(=O)Oc2ccccc2)n1,-2.4%,nt,-7.3%,-11.2%,28.8,1.9,-2.3,-1.3%,-7.7%
Oc1ccc(N=Nc2cccc(Cl)c2)cc1C=Nc1ccc(N2CCOCC2)cc1,-18.5%,-15.8,22.2%,3.1%,-75.5*,7.2,-1.6,-0.4%,-7.8%
COc1ccc(N2CCN(S(=O)(=O)c3cn(C)cn3)CC2)cc1,-1.7%,4.6,3.3%,-6.0%,4.3,-1.2,-1.1,3.6%,10.2%
CC(=O)c1cc(C(=O)N2CCc3c([nH]c4ccccc34)C2CC(C)C)[nH]n1 (configuration not stated),-1.8%,-4.1,?,-11.9%,21.4,2.8,-3.0,9.6%,-5.9%
CCCN(CC(=O)Nc1ccccc1OC)C(=O)CCNC(=O)c1ccccc1OC,-11.5%,1.6,0.5%,-5.6%,23.1,-7.4,-0.3,-6.3%,?
Cc1ccccc1-n1nnnc1SCc1cc(=O)n2ccsc2n1,-5.1%,3.8,6.1%,-4.5%,-1.0,0.3,0.4,10.6%,-3.8%
OC(c1ccccn1)C1CCN(Cc2nc(C(c3ccccc3)c3ccccc3)no2)CC1 (configuration not stated),-24.7%,2.2,?,5.3%,-26.3,2.8,-2.4,-9.2%,1.3%
O=C([C@H](Cc1ccc(O)cc1)n1cc(CCO)nn1)N1CCNCC1,-3.8%,-2.4,18.5%,18.6%,-11.0,-21.7,-0.5,-4.3%,11.6%
COc1ccc(N2CC(C(=O)Nc3cccnc3)CC2=O)cc1 (configuration not stated),-2.2%,1.7,8.0%,-12.8%,5.8,-6.9,0.4,-0.9%,-2.5%
CCOC(=O)c1c(NC(=O)COc2ccccc2)sc(C(C)=O)c1C,nt,nt,10.6%,3.0%,nt,3.9,nt,-7.7%,nt
Cc1ccc(Nc2c(-c3ccc(N4CCOCC4)cc3)nc3cccc(C)n23)cc1,nt,nt,7.4%,1.2%,nt,2.0,nt,0.5%,nt
